a7 integrin act – qHTS for Activators of Integrin-Mediated Alleviation for Muscular Dystrophy | alpha7betagal myoblasts, beta-gal FDG fluorescence, 48 h | Potency, µM (series often up to 38.3 µM), for the others: at the top dose activation, actives largely listed as activators | hit rate 0.064% among 350,000;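 note: potency is the fitted concentration of half-maximal effect; 100% = response of the positive control SU9516; nearly all actives have a fitted effect of over 60% in size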
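alpha7betagal+/- myoblasts (passage 13, 250/well) treated 48 h at 37C with compounds at 1:260 dilution of DMSO stock. Lysed, then beta-galactosidase activity read as FDG fluorescence (ex 480/em 540) after 30 min, with pre-read for autofluorescence.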
BRCA1 expr act – qHTS Assay to Identify Small Molecule Activators of BRCA1 Expression; hit rate 1.1% among 380,000; Potency, µM (highest dose often 46.1 µM), for the others: top-dose activation, most hits filed as activators; MCF7-BRCA1-FFLuc reporter, luminescence, 48 h; response scale: scaled: vehicle 0%, 10 µM genistein 100%; AID 624202, 2012; note: potency is the fitted concentration of half-maximal effect; nearly all actives have a fitted effect of over 80% in size; some results filed as inactive show a strong effect at the top dose
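Luminescence from a BRCA1-driven firefly luciferase in MCF7 cells was the read-out, taken 15 min after substrate addition following 48 h compound exposure at 37 °C. Data were normalized to a 10 microM genistein control and DMSO vehicle.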
CXXC DNA block – qHTS Fluorescence Polarization Assay for Inhibitors of MLL CXXC domain - DNA interaction | hit rate 0.037% among 290,000 | MLL-CXXC / FITC-HOXA9 DNA fluorescence polarization | Histone-lysine N-methyltransferase 2A (Homo sapiens), Q03164 | Potency, µM (titrated, usually from 115 µM), for inactives: at the top dose activity change, negative = inhibition, usual class: inhibitors; active = well fitted inhibition curve with a large enough effect in the polarisation, with a control signal flat, not every such curve was filed as active; inconclusive = small, poorly fitted or top-dose-only effect, or effect the other way, or a change in a side signal; inactive = no such curve, though single readings can be large or run the other way; the % refers to the polarisation; note: potency is the fitted concentration of half-maximal effect
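Steps: dispense CXXC domain solution (7 uM) → pin compounds or unlabeled HOX-A9 DNA control → 5 min ambient → add FLSN-HOX-A9 solution (50 nM) → spin → 30 min ambient → fluorescence polarization. Tris pH 7.5/NaCl/DTT/BSA buffer.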
TRPV1 ag – HTS Assay for Compounds that Act as Agonists of the Vanilloid Receptor 1. activation, % at 8.33 µM. hit rate 0.19% among 320,000. TRPV1-expressing cells, Fluo-8 calcium influx, agonist mode. AID 540275, 2011. Transient receptor potential cation channel subfamily V member 1 (Homo sapiens), Q8NER1; in the data active = activation above about 80%; inconclusive = between about 30% and that limit; note: 0% is about no effect
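TRPV1-expressing cells were cultured overnight at 35.5C and loaded with Fluo-8 calcium dye for 40 to 90 min at room temperature. After a 10 s baseline, compound was added and calcium influx was read kinetically for 3 min (ex 480/em 520 nm).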
ELG1 DNA repair – qHTS screen for small molecules that inhibit ELG1-dependent DNA repair in human embryonic kidney (HEK293T) cells expressing luciferase-tagged ELG1; HEK293T ELG1-luciferase reporter, luminescence, 16 h; DNA damage induced by 5-fluorouridine; Potency, µM (titrated, usually from 46.1 µM), for the others: top-dose activity change, negative = inhibition, hits mostly inhibitors; hit rate 2.3% among 330,000; AID 504467, 2011; note: potency is the fitted concentration of half-maximal effect; % is set by controls: 0 for no effect and ±100 for the full control effect; nearly all actives have a fitted effect of over 55% in size
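Overnight (16 hr) co-exposure of 2,000 cells/well to 5-fluorouridine and compound at 37 °C preceded detection. Luciferase was quantified via ONE-Glo luminescence; loss of signal denotes inhibition.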
TSG101-PTAP inh – qHTS Assay for Iinhibitors of HIV-1 Budding by Blocking the Interaction of PTAP/TSG101 | Potency, µM (highest dose often 115 µM), without a hit: at the highest dose activity change, negative = inhibition, actives largely listed as inhibitors | Fluorescence polarization, FITC-PTAP peptide / Tsg101 binding | 340,000 tested, under 10 active; active = well fitted inhibition curve with a large enough effect in the main read-out, with a control signal flat, not every such curve was filed as active; inconclusive = small, poorly fitted or top-dose-only effect, or effect the other way, or a change in a side signal; inactive = no such curve, though single readings can be large or run the other way; note: potency is the fitted concentration of half-maximal effect; % of control where 0% means no effect
Target sequence (Q99816 whole entry, looked up): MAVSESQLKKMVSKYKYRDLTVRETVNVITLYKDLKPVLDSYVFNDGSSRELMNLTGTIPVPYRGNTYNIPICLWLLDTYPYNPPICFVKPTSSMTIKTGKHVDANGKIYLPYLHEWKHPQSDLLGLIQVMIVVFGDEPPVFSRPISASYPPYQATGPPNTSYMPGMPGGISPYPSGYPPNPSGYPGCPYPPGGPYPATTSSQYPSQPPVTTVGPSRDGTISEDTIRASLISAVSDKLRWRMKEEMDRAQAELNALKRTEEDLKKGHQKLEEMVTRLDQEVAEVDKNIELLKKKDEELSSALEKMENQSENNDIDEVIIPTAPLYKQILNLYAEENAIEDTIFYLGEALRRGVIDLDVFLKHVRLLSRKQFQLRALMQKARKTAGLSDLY
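Tsg101 binding domain (10 uM final) was mixed with compound and a FITC-labeled PTAP peptide (50 nM final) in HEPES pH 7.5 buffer with NaCl, Tween 20, EDTA and TCEP; fluorescence polarization was read after 20 min at r.t.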
TCR activator – Activators of T cell receptors: qHTS campaign | 330,000 tested, under 10 active | primary human leukocytes, anti-CD3, IL-2 HTRF, 48 h | Potency, µM (top dose mostly 9.22 µM), without a hit: top-dose activation of IL-2 secretion, actives largely listed as activators; note: % of control where 0% means no effect
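Activity was scored as IL-2 release from primary human leukocytes given only a TCR signal (a-CD3 beads) plus compound for 48 hr. Detection used a two-antibody HTRF format read at 665nm.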
p53 reactivation – qHTS assay for re-activators of p53 using a Luc reporter | H1299 p53-A138V BP100-luciferase reporter, luminescence, 24 h | Potency, µM (titrated, usually from 92.2 µM), for inactives: at the top dose activity change, positive = activation, hits mostly activators | hit rate 0.063% among 320,000; note: potency is the fitted concentration of half-maximal effect; % of control where 0% means no effect; nearly all actives have a fitted effect of over 45% in size
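p53-null H1299 cells stably carrying temperature-sensitive p53-A138V and a BP100-luciferase reporter were pinned with compounds (4-point, 1:5 series) and held 24 hrs at 37 deg C. Luminescence was read 10 min after detection reagent.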
A-T KAP1 phos – qHTS Assay for Identifying a Potential Treatment of Ataxia-Telangiectasia; […] A-T fibroblasts, KAP-1 phosphorylation AlphaLISA; neocarzinostatin DNA damage 30 min before lysis; Potency, µM (doses to about 57.5 µM), for the others: at the highest dose activation, most hits filed as activators; hit rate 0.19% among 320,000; AID 485349, 2010; note: potency is the fitted concentration of half-maximal effect; % of control where 0% means no effect; nearly all actives have a fitted effect of over 45% in size
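hTERT-immortalized A-T patient fibroblasts ([…]), 500 cells/well in OPTI-MEM, 1% FBS, got compounds for 60 min, then NCS for 30 min at 37C. Lysates were then assayed for phospho-KAP-1 by AlphaLISA (anti-pKAP1 donor, anti-KAP1 acceptor beads), 6 hr at 25C.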
B2AR arrestin – qHTS assay of beta-arrestin-biased ligands of beta2-adrenergic receptor; beta-arrestin recruitment to beta2AR, cell-based reporter; Potency, µM (doses to about 46.1 µM), without a hit: at the highest dose activation, hits mostly activators; Beta-2 adrenergic receptor (Homo sapiens), P07550; hit rate 0.02% among 330,000;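 note: potency is the fitted concentration of half-maximal effect; 0% = DMSO controls and full agonism = EC100 isoproterenol or metaproterenol; nearly all actives have a fitted effect of over 65% in size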
Target sequence (P07550 whole entry, looked up): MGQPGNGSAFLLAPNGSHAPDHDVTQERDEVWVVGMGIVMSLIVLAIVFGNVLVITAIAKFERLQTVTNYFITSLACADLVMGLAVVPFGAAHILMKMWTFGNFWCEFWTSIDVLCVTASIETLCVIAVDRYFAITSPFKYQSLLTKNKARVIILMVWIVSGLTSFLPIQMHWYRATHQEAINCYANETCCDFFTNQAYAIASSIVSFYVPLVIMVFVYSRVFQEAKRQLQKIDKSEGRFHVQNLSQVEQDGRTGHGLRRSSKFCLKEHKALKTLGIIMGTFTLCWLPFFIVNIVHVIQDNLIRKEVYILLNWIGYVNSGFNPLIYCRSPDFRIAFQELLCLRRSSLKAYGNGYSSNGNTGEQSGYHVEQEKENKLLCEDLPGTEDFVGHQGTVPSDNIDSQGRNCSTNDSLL
* marks the source's active call; other numbers are inactive results; ? = inconclusive; / = not tested or not shown; & = joins results of further samples; [ ] = dose if it differs, or a comment. Unless noted, calls come from the whole dose curve; as a rule, active = well fitted curve in the direction sought with a large enough effect; inconclusive = small, poorly fitted or top-dose-only effect, or another doubt; inactive = no such curve, though single readings can be large; an effect the other way counts as inactive or inconclusive.

SMILES | a7 integrin act | BRCA1 expr act | CXXC DNA block | TRPV1 ag | ELG1 DNA repair | TSG101-PTAP inh | TCR activator | p53 reactivation | A-T KAP1 phos | B2AR arrestin
Cc1ccc(C(=O)CSc2nnnn2C(C)C)c(C)c1 | 6.8% | -40.9% | 1.3% | 16.1 | ? | -1.5% | -5.1% | -14.5% | 1.0% | -0.1%
O=C(c1ccco1)n1nc(-c2ccc(Cl)cc2)nc1NCc1ccco1 | 9.9% | 7.1%[1.84 µM] | 66.2%[activator] | 1.4 | / | 16.9% | 0.9% | / | / | /
O=C(CCNc1ccc(Cc2ccncc2)cc1)c1cccc([N+](=O)[O-])c1 | -4.1% | -1.9% | 2.3% | -1.6 | 10.6% | -0.2% | -0.7% | -9.0% | -2.0% | -0.1%
Cc1nn(CC(=O)NCc2ccc(Cl)cc2)c(C)c1[N+](=O)[O-] | -10.7% | -13.9% | -7.9% | 2.2 | 2.2% | -1.7% | 10.6%[46.1 µM] | -7.8% | / | -0.4%
COC(=O)C1(CCSC)NC(c2ccco2)C2C(=O)N(C)C(=O)C21 (stereo unspecified) | 13.7% | 3.0% | -2.9% | -0.1 | 13.4% | -4.0% | -0.5% | 1.2% | 6.8% | 0.1%
Cn1c(NCCO)nc2c1c(=O)n(Cc1ccc(F)cc1)c(=O)n2C | -0.9% | -1.4% | -9.3% | 26.0 | 5.8% | -4.4% | 2.0% | -3.5% | 15.8% | 0.4%
COc1ccc(/C=C2/Sc3ccc(C(=O)N4CCOCC4)cc3NC2=O)cc1OC | 14.6% | 17.6% | -7.4% | 1.6 | ? | 2.1% | 2.2% | -7.1% | 0.5% | -0.2%
CCCCNC(=O)CSc1nccn1Cc1ccccc1 | 17.1% | -5.1% | -4.6% | 2.3 | 13.9% | -1.5% | -3.9% | 0.1% | 2.1% | -0.9%
Cc1cccc(C)c1Nc1nnc(SCC(=O)Nc2cc(S(=O)(=O)N3CCCCC3)ccc2Cl)s1 | -12.8% | -50.3% | ? | 0.9 | ? | 1.6% | -3.6% | -7.3% | -2.3% | -1.1%
CN(C)S(=O)(=O)NCC1CCCN(Cc2ccc(-c3ccccc3)cc2)C1 (stereo unspecified) | -43.7%[inhibitor] | -10.7% | 1.6% | 2.1 | -19.7% | -0.7% | -3.1% | 2.2% | -8.4% | -0.5%
Cc1cc(C)n(-c2ccc3cccc(NS(C)(=O)=O)c3n2)n1 | 0.0% | -99.5%[inhibitor] | -2.0% | -2.6 | -12.5% | -8.4% | -3.3% | 4.1% | -1.4% | -0.2%
COc1ccc(C)cc1S(=O)(=O)n1cnc2ccccc21 | -8.3% | -10.1% | 5.5% | 26.0 | -5.4% | -3.2% | 2.9% | / | 3.8% | -0.6%
CCOC(=O)c1c(C)[nH]c(C)c1C(=O)COC(=O)CNC(=O)C1CCCCC1 | -2.7% | -25.5% | -2.4% | -0.1 | 2.1% | -1.7% | -10.3% | -2.4% | -3.5% | 0.5%
Cc1ccc(S(=O)(=O)N2C[C@@H]3CCCC[C@@H]3[C@@H](C)[C@H]2c2cn(Cc3ccccc3)c3ccccc23)cc1 | 6.5% | -48.1% | / | / | ? | -2.6% | 3.5%[46.1 µM] | 10.1% | -43.4%[inhibitor] | -0.2%
Cn1c2ccccc2c2n[nH]c(=S)nc21 | -9.7% | -20.3% | -11.6% | -5.4 | ? | -5.9% | / | 5.7% | -0.5% | 0.0%
Cc1cccc(C2(c3cccc(C)c3)CC2C(=O)NCC2CCCO2)c1 (stereo unspecified) | -15.0% | -17.7% | -6.1% | ? | 0.7% | -2.2% | -5.4%[46.1 µM] | -0.2% | 6.3% | -0.7%
Cc1ccc(-c2nnn(CC(=O)N(CC(=O)NC3CCCC3)c3ccccc3F)n2)o1 | -6.3% | 25.8% | 3.8% | 1.1 | -8.1% | -0.2% | 1.2% | -8.3% | 24.4% | 0.2%
CCOc1ccc(NC(=O)CSc2nnc(Cn3cnc([N+](=O)[O-])n3)n2C)cc1 | -29.4% | -14.7% | 11.4% | -0.1 | 16.8% | 1.0% | 0.7%[46.1 µM] | -1.5% | 6.9% | 0.1%
Cc1ccc(-c2csnn2)cc1 | 10µM* | 0.5% | -6.6% | -0.5 | 13.2% | 0.4% | 7.4% | -0.7% | 1.6% | 0.1%
O=C(O)CCC(=O)Nc1ccc(S(=O)(=O)Nc2nccs2)cc1 | / | -6.4% | -2.1% | 1.5 | 7.3% | 0.9% | 2.5% | 0.1% | -11.7% | -0.3%
CC1CCCCC1NC(=O)Cn1[nH]c(=O)c2ccccc2c1=O (stereo unspecified) | -4.5% | 10.9% | 0.1% | 1.2 | -17.2% | -1.0% | -14.1% | 4.5% | 7.0% | 0.3%
C/C(=N\NC1=NCCN1)c1ccc(Cl)cc1 | 0.0% | 0.0% | -7.7% | -4.1 | 0.6% | -3.6% | -1.0% | -2.3% | -0.4% | -0.4%
O=C(NCCCN1CCOCC1)c1ccc(N2CCCC2)c([N+](=O)[O-])c1 | 7.2% | 5.0% | 8.3% | -0.2 | 8.9% | -0.4% | / | -3.0% | 3.0% | -0.2%
Cc1cc(C)n2nc(C(=O)OC(C)C(=O)c3ccccc3)nc2n1 (stereo unspecified) | 19.7% | 1.0% | / | 0.3 | -0.6% | 2.1% | -3.4% | 3.7% | 0.8% | 0.0%
Cn1cc(CN2CCCC(C(=O)c3cccs3)C2)c(-c2cccc(Cl)c2)n1 (stereo unspecified) | -1.1% | -40.7% | 1.9% | 20.7 | -21.4% | -2.3% | -3.4% | -5.1% | 3.0% | -0.2%
Cc1cc(C)n2nc(SCC(=O)Nc3ccc(O)cc3)nc2n1 | ? | -24.2%&3.5% | -0.1% | 1.2 | -7.5% | -1.8% | 2.4% | 12.3% | 8.9% | 0.3%
CCN(CC)CCN(Cc1cc2cc3c(cc2[nH]c1=O)OCCO3)C(=S)NCCCOC | -4.4% | -28.2% | 26.6% | -0.5 | 12.4% | 0.0% | / | / | -8.9% | -1.0%
COC(=O)c1c(NC(=O)COC(=O)CCc2ccc(S(=O)(=O)N3CCOCC3)cc2)sc2c1CCC2 | ? | 0.6% | 1.4% | -2.1 | 6.0% | -1.5% | -10.0%[46.1 µM] | 5.3% | / | 0.1%
CCC[N+]1(CC#CC2(O)CCCCC2)CCOCC1 | ? | 5.0% | -2.3% | -2.1 | 2.5% | 2.3% | 0.6% | -3.4% | -1.0% | 0.0%
O=c1[nH]c(-c2ccccc2)c(-c2ccccc2)[nH]1 | -6.7% | -4.6% | -1.7% | / | 17.5% | -1.7% | -0.9% | 1.4% | -8.0% | -0.1%
O=C(Cn1cnc2ccccc21)N/N=C/c1ccccn1 | 12.8% | -14.0% | -2.3% | 2.3 | -2.4% | -1.7% | -0.5% | -2.4% | 9.1% | 0.3%
Cn1c(=O)c2c(nc(NCc3ccco3)n2CCc2ccccc2)n(C)c1=O | -54.8%[inhibitor] | -30.2% | 2.9% | 0.2 | ? | -3.7% | -146.1% | 6.8% | 7.8% | -1.0%
CCN1C(=O)N[C@@H](c2ccco2)C(C(C)=O)=C1C | 16.6% | 6.3% | / | / | / | -1.0% | -3.6% | / | / | /
CCN(CC(=O)NC1CCS(=O)(=O)C1)c1ccc([N+](=O)[O-])cc1C#N (stereo unspecified) | 16.3% | -1.5% | / | -10.8 | 11.7% | -2.4% | 6.9% | 9.0% | -13.1% | 0.4%
Cc1ccccc1-c1nc(CS(=O)CC(=O)NC2CCCC2)c(C)o1 (stereo unspecified) | 0.0% | -3.1% | -1.7% | 2.3 | 9.4% | -2.7% | -11.5% | -5.4% | -11.2% | -1.2%
COc1ccc(S(N)(=O)=O)cc1C(=O)OCC(=O)Nc1sccc1C#N | 17.6% | -19.2% | / | / | 15.3% | -2.9% | -0.3% | -1.7% | 11.6% | 0.2%
CN(Cc1cccc([N+](=O)[O-])c1)Cc1cccc2ccccc12 | 9.2% | 14.1% | 3.1% | 1.1 | -9.5% | -4.2% | 10.4% | 20.4% | 4.5% | 0.3%
CC1(C)CC(=O)C(C2C3=C(CC(C)(C)CC3=O)OC3=C2C(=O)CC(C)(C)C3)=C(O)C1 | 40.5% | 0.0% | 7.9% | 0.5 | 0.0% | 0.1% | 2.6% | 0.8% | ? | 0.1%
O=C(OCc1ccc(Br)cc1)c1cnc(Cl)c(Cl)c1 | ? | -90.8%[inhibitor] | 57.7% | 7.0 | -8.5% | 0.4% | -8.2% | 15.2% | -0.6% | -0.5%
